Assay outcomes: PubChem, several laboratories
Rac1 mut GTP = alters GTP binding to activated mutant human Rac1. P63000. GST-Rac1 activated beads, fluorescent GTP binding, flow cytometry; actives lie on both sides; 100% means binding = to untreated wells. percent activity (GTP binding), % at 10 µM. 190,000 tested, 0.11% active. AID 764;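 active = GTP binding at least 20 percentage points away from the 100% baseline, in either direction, so actives lie on both sides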
Rab7 wt modul = modulators of GTP binding to dog Rab7 wildtype GTPase; 190,000 tested, 0.055% active; GTP binding activity (percent of control), % at 10 µM; GST-Rab7 beads, fluorescent GTP binding, flow cytometry; actives lie on both sides; untreated = 100%, excess cold GTP = 0%;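 active = fluorescent GTP binding to Rab7 beads changed by at least 20 points from the 100% baseline, either direction, mostly lower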;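 also: median green fluorescence of bound Bodipy-FL-GTP per Rab7 bead population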
GSH bead fluor = compound fluoresces at 488/530 nm on GSH beads. 190,000 tested, 0.25% active. GSH beads flow cytometry, compound fluorescence 488/530 nm; hits give high values. AID 1776. fluorescence (KMESF) at 10 µM; in the data active = fluorescence above about 89;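 also: glutathione beads carrying GST-tagged Bcl family fusion proteins plus one bare bead set; values are compound well signal with DMSO vehicle wells as background; inactives centre near 16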
Pf gametocyte = P. falciparum stage V gametocyte viability inhibition | P. falciparum stage V gametocytes, ATP luminescence, 24 h | inhibition, % at 10.9 µM | 150,000 tested, 0.065% active;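 active = inhibition above the mean plus 3 SD of compounds within the control limits, set per campaign, cut at about 38% in these data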;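 also: 0% = DMSO wells and 100% = medium only without gametocytes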
Avidin fluor = compound fluoresces at 488/530 nm on avidin beads. fluorescence (KMESF) at 10 µM. compound fluorescence 488/530 nm, flow cytometry; hits give high values. 220,000 tested, 0.38% active. AID 1775; in the data active = fluorescence above about 47; also: inactives centre near 10
HRas wt GTP bind = human HRas wildtype GTP binding, change in either direction; AID 759; GST-Ras wt beads, Bodipy-FL-GTP binding, flow cytometry; actives lie on both sides; 190,000 tested, 0.14% active; GTP binding activity, % at 10 µM;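 active = GTP binding activity at least 20% away from the 100% baseline, either lowered as inhibitor or raised as activator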;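 also: 0% = unlabeled GTP competition control and 100% = no-compound control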
Target sequence (P01112 whole entry, looked up): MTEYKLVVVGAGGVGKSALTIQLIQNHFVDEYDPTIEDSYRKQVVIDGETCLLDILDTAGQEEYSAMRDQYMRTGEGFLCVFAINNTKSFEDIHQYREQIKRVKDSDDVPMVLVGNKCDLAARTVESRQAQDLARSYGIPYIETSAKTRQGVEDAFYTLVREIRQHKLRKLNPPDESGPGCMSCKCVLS
Mcl1-Noxa inh = disrupts binding of human Mcl-1 to Noxa peptide; inhibition, % at 21.7 µM; Q07820; TR-FRET Mcl-1/Noxa peptide binding, 2 h; 220,000 tested, 1.5% active;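 active = compounds that cut the protein-peptide binding signal by more than 50% relative to plate controls in a single-dose test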;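 also: His-tagged Mcl-1 with rhodamine Noxa BH3 peptide and terbium anti-His antibody; 0% = Mcl-1 plus Noxa peptide wells and 100% = peptide-only wells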
Target sequence (Q07820 whole entry, looked up): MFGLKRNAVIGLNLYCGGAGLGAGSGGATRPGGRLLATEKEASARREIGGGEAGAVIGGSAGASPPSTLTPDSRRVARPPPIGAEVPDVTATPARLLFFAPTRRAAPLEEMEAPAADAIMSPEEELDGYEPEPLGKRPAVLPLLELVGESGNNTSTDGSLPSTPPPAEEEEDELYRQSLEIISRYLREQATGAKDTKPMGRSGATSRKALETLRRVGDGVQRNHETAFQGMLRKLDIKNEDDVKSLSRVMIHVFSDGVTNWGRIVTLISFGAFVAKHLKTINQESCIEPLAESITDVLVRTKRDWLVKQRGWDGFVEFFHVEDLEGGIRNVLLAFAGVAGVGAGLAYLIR
Cdc42 wt = modulators (inhibitors or activators) of GTP binding to human Cdc42 wildtype | P60953 | GST-Cdc42 beads, Bodipy-GTP binding, flow cytometry; actives lie on both sides | percent activity (GTP binding), % at 10 µM | AID 761 | 190,000 tested, 0.2% active;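 active = percent activity GTP binding at least 20 points away from the 100% baseline, either down as inhibitor or up as activator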;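 also: median bead fluorescence of bound Bodipy-FL-GTP at 100 nM; 0% = excess unlabeled GTP control and 100% = no compound control; below 100% means less GTP binding so inhibitor and above means activator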
Target sequence (P60953 whole entry, looked up): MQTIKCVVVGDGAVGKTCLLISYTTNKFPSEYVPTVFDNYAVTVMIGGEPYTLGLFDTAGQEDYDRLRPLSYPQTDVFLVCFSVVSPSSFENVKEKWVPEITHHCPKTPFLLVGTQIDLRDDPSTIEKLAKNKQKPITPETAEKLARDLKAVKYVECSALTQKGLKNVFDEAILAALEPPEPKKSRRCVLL
Mcl1 Bid PPI = disrupts binding of human Mcl-1 to Bid peptide | 220,000 tested, 0.97% active | AID 1021 | inhibition, % at 21.7 µM | Q07820 | TR-FRET Mcl-1/Bid-Dy647 peptide binding, 1536-well;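 active = compounds that cut the binding signal by more than half at the single screening dose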;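 also: His-tagged Mcl-1 with europium anti-His antibody binding Bid BH3 peptide; 0% = Mcl-1 plus peptide wells and 100% = peptide-only wells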
Rab2A wt mod = changes GTP binding to wildtype dog Rab2A, up or down; P61105; GST-Rab2 wt beads, Bodipy-GTP binding, flow cytometry; GTP binding activity, % at 10 µM; 190,000 tested, 0.19% active; AID 760;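 active = GTP binding activity at least 20 points away from 100%, either lowered or raised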;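 also: 0% = beads with excess unlabeled GTP and 100% = no-compound control corrected for plate trend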
Rac1 wt GTP bind = alters GTP binding to wildtype human Rac1; P63000; GTP binding activity (% of control), % at 10 µM; 190,000 tested, 0.27% active; GST-Rac1 beads, fluorescent GTP binding, flow cytometry; actives lie on both sides; 0 = cold GTP competed, 100 = untreated;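 active = GTP binding activity at least 20 points away from the 100% control level, either lower or higher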
Numbers without * were called inactive; . = no result given.

Value order: Rac1 mut GTP	Rab7 wt modul	GSH bead fluor	Pf gametocyte	Avidin fluor	HRas wt GTP bind	Mcl1-Noxa inh	Cdc42 wt	Mcl1 Bid PPI	Rab2A wt mod	Rac1 wt GTP bind
> COc1ccc(CC(=O)Nc2cc(S(=O)(=O)N3CCCCC3)ccc2N2CCN(C)CC2)cc1
→ 99.0	97.0	4	-7.6	11	100.0	-14.6	100.0	-41.8	98.0	103.0
> COc1cc(CCC(=O)Nc2ccc(S(=O)(=O)NC3=NCCCCC3)cc2)cc(OC)c1OC
→ 94.0	91.0	11	-2.4	11	93.0	10.2	92.0	-2.6	96.0	94.0
> COCCCNc1nc2ccccc2[nH]c1=O
→ 101.0	107.0	12	-31.2	8	103.0	2.5	101.0	3.5	104.0	105.0
> COC(=O)c1c(-c2cccc(OC)c2)csc1N
→ 99.0	102.0	18	.	3	101.0	2.9	100.0	-40.7	101.0	103.0
> Clc1ccc(-c2nnc3n2CCCCS3)cc1
→ 98.0	89.0	8	19.6	7	96.0	9.1	100.0	-50.4	96.0	100.0
> CCOc1cccc2cc(C(C)=O)oc12
→ 96.0	96.0	14	-6.9	.	95.0	12.3	99.0	-4.3	97.0	95.0
> CC(=O)NCCn1c(SCC#N)nc2ccccc2c1=O
→ 101.0	96.0	14	-25.6	32	103.0	21.3	102.0	-24.3	98.0	104.0
> COc1cc(C2C(C#N)=C(N)Oc3n[nH]c(-c4cccnc4)c32)cc(Br)c1O (stereo not given)
→ 93.0	97.0	11	-29.2	14	93.0	24.0	91.0	-30.4	90.0	95.0
> COC(=O)c1ccc(NS(=O)(=O)c2cccc3cccnc23)cc1
→ 100.0	98.0	24	-4.6	5	102.0	8.8	102.0	-4.9	99.0	103.0
> Cc1ccc(OC(=O)c2cccc(S(=O)(=O)N3CCCC3)c2)c(-n2nc3ccccc3n2)c1
→ 100.0	102.0	16	-8.1	11	102.0	6.0	104.0	-2.3	100.0	105.0
> CN(C)CCOc1ccc(Cl)cc1C(C)(C)C
→ 96.0	101.0	19	13.3	10	101.0	35.2	98.0	36.7	100.0	103.0
> O=C(Cn1nc(-c2ccccc2)c2ccccc2c1=O)Nc1cccnc1
→ 100.0	99.0	25	.	32	99.0	-3.0	100.0	7.4	99.0	104.0
> CS(=O)(=O)N1CCN(C(=O)c2ccccc2F)CC1
→ 99.0	101.0	38	.	9	99.0	2.6	100.0	8.2	101.0	94.0
> COc1ccc(NC(=S)NCc2cccnc2)cc1
→ 99.0	104.0	12	-21.3	7	99.0	9.0	98.0	-39.6	98.0	100.0
> COc1c(C)cc(C(=O)C2CCCN(C(=O)C3=C(C)OCCO3)C2)cc1C (stereo not given)
→ 100.0	96.0	18	-1.4	7	97.0	17.3	98.0	-1.9	97.0	102.0
> CC(C)(C)NC(=O)/C(=C\c1ccc(Br)cc1)NC(=O)c1cccs1
→ 101.0	101.0	23	-11.1	13	104.0	-16.5	103.0	-14.2	104.0	107.0
> Cc1cccc(NCCC#N)c1
→ 98.0	102.0	10	.	1	98.0	12.4	98.0	-49.9	98.0	98.0
> O=C1CSC(c2cn(-c3ccccc3)nc2-c2cccs2)N1Cc1ccccc1 (stereo not given)
→ 101.0	98.0	17	.	37	102.0	0.8	104.0	0.7	102.0	103.0
> N#CCC(CNc1ncc(C(F)(F)F)cc1Cl)OC(=O)c1cccc([N+](=O)[O-])c1 (stereo not given)
→ 93.0	96.0	32	.	5	95.0	13.2	95.0	-18.8	95.0	94.0
> S=c1[nH]nc(-c2ccco2)n1-c1cccc2ccccc12
→ 97.0	100.0	29	14.4	7	101.0	-1.7	102.0	-53.2	100.0	100.0
> COC(=O)c1ccc([C@@H]2C[C@H]3CN(Cc4cccnc4)C(=O)[C@]34CCCN24)cc1
→ 98.0	97.0	11	3.6	9	97.0	11.9	96.0	-42.5	98.0	101.0
> CCOc1cc(CNc2ccc(N3CCCCC3)cc2)cc(Br)c1OCC(=O)NC(C)(C)C
→ 99.0	96.0	12	6.3	11	99.0	9.5	94.0	-48.9	100.0	101.0
> CCN(CC)c1ccc2c(c1)oc(=O)c1c(Cl)cc(=O)oc12
→ 78.0*	93.0	22	.	14	89.0	-1.1	88.0	-19.6	89.0	87.0
> CCc1nnc(NC(=O)CSc2nc3cccnc3n2C2CCCCC2)s1
→ 99.0	100.0	25	-6.6	5	102.0	10.8	102.0	9.1	100.0	104.0
> CCc1ccc(/C=C(\Cl)c2nc3cc(Cl)ccc3c(=O)[nH]2)cc1
→ 106.0	94.0	4	-25.6	13	100.0	4.8	106.0	-20.5	99.0	107.0
> CNc1ccc(/C=C(\C#N)c2ccccn2)cc1[N+](=O)[O-]
→ 93.0	110.0	8	6.3	8	100.0	64.5*	99.0	38.7	102.0	99.0
> O=C(NCc1ccc(Cl)cc1)c1n[nH]c([N+](=O)[O-])c1Cl
→ 90.0	99.0	27	11.3	14	94.0	0.3	93.0	-9.1	92.0	97.0
> COc1ccc(CC(=O)OCc2cc(=O)n3cc(Br)ccc3n2)cc1OC
→ 98.0	97.0	15	-3.3	8	98.0	2.3	100.0	-10.9	97.0	101.0
> CCn1c(CSc2nc3ccccc3s2)nnc1SCC(=O)c1ccc(O)cc1O
→ 100.0	98.0	11	.	8	99.0	33.8	102.0	4.1	100.0	108.0
> Cn1nnnc1SCC(=O)c1ccc(Br)s1
→ 104.0	107.0	20	.	8	110.0	-17.4	108.0	-62.0	109.0	105.0
> Cn1c(=O)c2c(nc(SCCN3CCCCC3)n2C)n(C)c1=O
→ 96.0	102.0	18	.	7	100.0	2.9	98.0	-3.0	100.0	103.0
> C[N+]1(C)CC2([N+](=O)[O-])CC=C(Oc3ccccc3)C([N+](=O)[O-])(C2)C1 (stereo not given)
→ 101.0	101.0	10	-6.7	8	102.0	11.6	108.0	-17.0	103.0	106.0
> C=CCOc1ccccc1C1C2=C(CC(C)(C)CC2=O)Nc2c1c(=O)n(C)c(=O)n2C (stereo not given)
→ 97.0	102.0	11	.	10	99.0	10.9	99.0	-49.2	100.0	98.0
> C/C=C/C(=O)Nc1nnc(-c2ccccc2C)s1
→ 97.0	102.0	12	8.5	12	98.0	3.6	95.0	-25.6	100.0	98.0
> CCC(CO)NCc1ccc2c(c1)n(C)c(=O)n2C (stereo not given)
→ 97.0	101.0	45	9.2	12	101.0	10.3	103.0	-18.1	98.0	103.0
> CC1CCN(S(=O)(=O)N2CCC(C(=O)NCc3cccs3)CC2)CC1
→ 101.0	99.0	23	.	27	102.0	5.5	105.0	-9.9	102.0	107.0
> COc1ccc(-c2cc(C(F)(F)F)n3nc(C(=O)N4CCOCC4)nc3n2)cc1
→ 102.0	99.0	13	3.7	7	100.0	-12.8	101.0	-18.0	100.0	105.0
> Cc1ccc(/C=N/NC(=O)Cn2cncn2)cc1
→ 99.0	96.0	21	0.4	7	100.0	-1.9	96.0	-25.6	98.0	105.0
> N#CCC(=O)N/N=C/c1ccc(OC2CSC2)cc1
→ 99.0	91.0	14	-15.5	10	95.0	-18.8	99.0	-44.8	93.0	98.0
> COc1cccc(N/C(N)=N/c2nc(C(F)(F)F)cc(=O)[nH]2)c1
→ 101.0	101.0	9	20.5	9	102.0	7.0	105.0	-6.1	99.0	101.0
> CCN(Cc1ccccc1)C(=O)COC(=O)Cn1cnc2ccccc21
→ 96.0	93.0	16	6.3	12	96.0	3.3	93.0	-17.7	92.0	99.0
> COc1ccc(CN2C(=O)CN(C3CCCCCC3)C(=O)C2c2ccc(F)cc2)cc1 (stereo not given)
→ 100.0	98.0	17	.	37	100.0	12.5	102.0	7.8	99.0	104.0
> CCOC(=O)c1ccc(NC(=O)CSc2nnc(C3CC3)n2C)cc1
→ 99.0	96.0	22	2.5	25	100.0	2.7	98.0	-1.8	99.0	101.0
> COC(=O)C1=C(C)N(Cc2ccccc2)C(=O)N[C@H]1c1ccccc1
→ 99.0	104.0	17	16.2	7	100.0	1.9	102.0	-3.7	101.0	106.0
> O=c1ccsn1Cc1ccccc1
→ 99.0	102.0	10	.	3	101.0	-16.2	99.0	-93.1	99.0	100.0
> O=C(CSc1nc2ccccc2[nH]1)Nc1ccc2c(c1)OCCO2
→ 100.0	99.0	26	.	10	100.0	5.9	102.0	-35.9	100.0	102.0
> Cc1ccc(S(=O)(=O)NCC(c2ccco2)N2CCOCC2)cc1 (stereo not given)
→ 99.0	100.0	8	10.8	5	99.0	6.2	103.0	-0.1	99.0	100.0
> Cc1ccc(S(=O)(=O)CCc2nc3ccccc3[nH]2)cc1C
→ 96.0	102.0	15	9.4	11	99.0	3.3	96.0	-8.3	98.0	101.0
> CC(C)Nc1nc(SC(C)C(=O)Nc2ccccc2)nc(N(C)C)n1 (stereo not given)
→ 95.0	107.0	18	10.8	8	97.0	4.5	98.0	-21.1	99.0	101.0
> C=C(C)[C@H]1CC=C(C)/C(=N/NC(=O)CNc2ccccc2OC)C1
→ 95.0	97.0	9	.	11	100.0	-12.4	97.0	-149.6	99.0	98.0
> O=C1OCCC1Sc1nc(-c2ccccc2)cs1 (stereo not given)
→ 99.0	100.0	16	-18.8	9	100.0	8.7	101.0	-27.6	100.0	104.0
> O=S(=O)(c1ccc(OCC(O)CN2CCCCC2)cc1)N1CCOCC1 (stereo not given)
→ 99.0	103.0	28	.	15	99.0	1.0	100.0	-7.5	101.0	105.0
> N#Cc1c(Nc2ccccc2)sc(C(=O)c2ccc(F)cc2)c1N
→ 96.0	96.0	10	13.0	14	97.0	17.7	96.0	-28.9	96.0	100.0
> O=C(c1ccco1)N1CCN(c2ncnc3scc(-c4ccccc4)c23)CC1
→ 102.0	106.0	15	.	11	103.0	17.2	105.0	0.5	102.0	107.0
> O=C(CSCc1ccc(F)cc1)NCc1ccco1
→ 100.0	97.0	23	0.3	22	100.0	-1.1	100.0	0.5	101.0	101.0
> O=C(Nc1ccc(S(=O)(=O)Nc2ccccc2)cc1)c1ccc(CN2CCOCC2)cc1
→ 97.0	105.0	27	7.7	9	100.0	10.5	99.0	-16.5	102.0	101.0
> CCOc1ccc(C(C)=O)cc1N1C(=O)C2C3C=CC(C3=C(C)C)C2C1=O (stereo not given)
→ 95.0	101.0	6	.	10	102.0	-8.2	100.0	-22.8	102.0	102.0
> CCN(C(=O)COC(=O)c1cc(C)n(-c2ccc(F)cc2)c1C)C1CCS(=O)(=O)C1 (stereo not given)
→ 96.0	98.0	37	.	9	100.0	-2.5	99.0	-34.9	100.0	97.0
> Cc1cccc(C)c1NC(=O)CNc1ccccc1
→ 100.0	101.0	26	-6.9	11	100.0	4.2	103.0	-3.9	99.0	103.0

Rows were taken by chance. Share with any hit: about 3%.
